# V1R ag counter: agonists of human V1a receptor, primary screen, counter-screen for OXTR agonist project, fluorescence, CHO-V1R cells | Vasopressin V1a receptor (Homo sapiens), P37288 | Fluo-8 calcium fluorescence, agonist mode; 0% DMSO, 100% 3 nM vasopressin | activation, % at 3 µM | 320,000 tested, 0.25% active | AID 2797, 2010;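 active means activation above the mean activation of all tested compounds plus 3 SD, per screening run, cut at about 20% in these data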;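 further: signal is peak over basal fluorescence ratio across a 100 second FLIPR read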
# CHO-K1 Ca ag: counter-screen for M1 agonists: effect in parental CHO-K1 cells; activation, % at 3 µM; AID 602248, 2012; 360,000 tested, 0.48% active; Fluo-8 calcium fluorescence; scaled to maximal ATP response, vehicle zero; in the data active means activation above about 15%;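 further: untransfected CHO-K1 host cells lacking M1 receptor as counterscreen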
# CHO-K1 Ca antag: nonselective inhibitor or artifact in parental CHO-K1 cells. ATP-induced calcium, Fluo-8 fluorescence. inhibition, % at 3 µM. 360,000 tested, 0.6% active. AID 602250;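 active means inhibition above a per-plate cutoff, the plate's mean sample inhibition plus 3 SD, cut at about 24% in these data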;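 further: 0% = DMSO plus EC80 ATP and 100% = DMSO alone without ATP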
# CHRM1 agonist: human M1 muscarinic receptor agonists, primary screen, Fluo-8 calcium fluorescence, CHO-K1 cells, HTS; CHO-K1 hM1, agonist mode; 0% DMSO, 100% acetylcholine EC100; AID 588814, 2011; activation, % at 3 µM; Muscarinic acetylcholine receptor M1 (Homo sapiens), P11229; 360,000 tested, 0.33% active;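 active means activation above the run's mean compound activation plus 3 SD, cut at about 16% in these data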;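 further: peak over basal fluorescence ratio within a 140 s kinetic read after compound addition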
# Target sequence (P11229 whole entry, looked up): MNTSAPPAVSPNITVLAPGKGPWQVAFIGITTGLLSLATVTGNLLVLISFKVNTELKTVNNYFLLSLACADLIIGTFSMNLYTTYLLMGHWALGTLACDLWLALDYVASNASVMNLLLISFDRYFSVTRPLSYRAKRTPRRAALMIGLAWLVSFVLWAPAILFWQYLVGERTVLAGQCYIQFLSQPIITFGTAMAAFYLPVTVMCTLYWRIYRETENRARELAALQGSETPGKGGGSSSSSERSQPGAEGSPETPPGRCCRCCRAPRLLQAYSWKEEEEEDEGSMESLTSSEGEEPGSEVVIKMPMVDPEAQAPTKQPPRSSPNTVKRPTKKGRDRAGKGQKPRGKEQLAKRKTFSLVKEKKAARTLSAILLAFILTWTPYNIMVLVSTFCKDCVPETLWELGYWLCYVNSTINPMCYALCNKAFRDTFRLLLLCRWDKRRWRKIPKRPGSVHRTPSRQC
# CHO parental Ca: ATP-evoked calcium signal inhibitors, parental CHO, primary screen, counter-screen for OX1R antagonist project, cell-based, fluorescence, Fluo-8 calcium dye. parental CHO-K1, ATP-induced calcium, Fluo-8 fluorescence. inhibition, % at 5.6 µM. 330,000 tested, 0.63% active;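 active means inhibition above that plate's mean sample inhibition plus 3 SD, cut at about 26% in these data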;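 further: 0% = ATP-challenged DMSO wells and 100% = DMSO wells without ATP; some compounds past the cut are filed as inactive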
#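 Test system: untransfected parental CHO cell line; also added: ATP stimulus; dosing: 5.6 µM, single dose; signal: calcium-sensitive Fluo-8 fluorescence; measure: percent inhibition of ATP-evoked calcium rise, normalized to controls; benchmarks: low control ATP plus DMSO, high control DMSO only; replication: one well per compound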
# OXTR potentiate: human OXTR potentiators, primary screen, fluorescence, CHO-OTR cells, Fluo-8 calcium; AID 2445, 2010; Oxytocin receptor (Homo sapiens), P30559; 320,000 tested, 0.061% active; Fluo-8 calcium fluorescence, potentiator mode; 0% = oxytocin EC15, 100% = EC100; activation, % at 3 µM;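 active means activation above that plate's cutoff, the mean activation of tested compounds plus 3 SD, cut at about 6.6% in these data, passing the limit was not always enough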;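 further: 100% uses oxytocin at 75 nM as the full agonist control; some results filed as inactive read as strong as hits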
#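 Measured by – Fluo-8 calcium dye fluorescence · Test system – human OTR in CHO cells · Dosing – one concentration, 3.0 µM compound · Controls – EC15 oxytocin alone as 0%, 75 nM oxytocin as 100% · Evaluation – normalized max/min fluorescence ratio, % activation · Timing – 6 min pre-incubation, 100 s read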
# TAAR1 antagonist: human TAAR1 antagonists, primary screen, Fluo-8 calcium fluorescence, CHO RD-HGA16 cells. inhibition, % at 3 µM. Trace amine-associated receptor 1 (Homo sapiens), Q96RJ0. antagonist. AID 624466, 2012. 360,000 tested, 1.5% active;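 active means inhibition above a per-plate cutoff, the mean inhibition of test compounds on that plate plus 3 SD, cut at about 49% in these data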;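 further: 0% = DMSO plus EC80 beta-PEA response and 100% = DMSO alone without agonist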
# Target sequence (Q96RJ0 whole entry, looked up): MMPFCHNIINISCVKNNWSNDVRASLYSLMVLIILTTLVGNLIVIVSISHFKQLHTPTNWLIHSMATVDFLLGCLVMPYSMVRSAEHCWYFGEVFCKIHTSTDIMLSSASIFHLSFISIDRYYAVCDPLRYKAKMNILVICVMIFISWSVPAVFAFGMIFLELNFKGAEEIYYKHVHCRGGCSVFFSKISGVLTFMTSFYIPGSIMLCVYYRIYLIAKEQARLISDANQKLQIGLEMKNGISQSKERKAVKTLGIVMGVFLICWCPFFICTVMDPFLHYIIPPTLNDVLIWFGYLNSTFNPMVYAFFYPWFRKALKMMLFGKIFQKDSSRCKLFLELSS
#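 Test system: CHO RD-HGA16 cells bearing hTAAR1 | Reagent: β-PEA, EC80 | Compound dosing: 3 µM, single point | Schedule: Dye loading 75 min at 37 °C, then 30 min room temperature | Signal: Calcium fluorescence with Fluo-8 | Evaluation: Percent inhibition of PEA-evoked calcium signal, max/basal emission ratio | Control set: DMSO-only wells and EC80 β-PEA-stimulated wells | Repeats: Singlicate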
# TAAR1 ag: human TAAR1 agonists, primary screen, Fluo-8 calcium fluorescence, CHO RD-HGA16 cells. Trace amine-associated receptor 1 (Homo sapiens), Q96RJ0. vehicle wells 0%, saturating PEA agonist 100%. activation, % at 3 µM. 360,000 tested, 0.99% active. AID 624467, 2012;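 active means activation above the mean activation of all test compounds in the run plus 3 SD, cut at about 38% in these data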
#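 Test system: RD-HGA16 (CHO) cells co-expressing Gα16 and hTAAR1 | Doses: Single dose, 3 µM | Schedule: 17-24 h seeding, 75 min 37 °C dye, 30 min RT | Evaluation: % activation from peak over basal fluorescence ratio, DMSO-to-PEA scaled | Technique: Kinetic Fluo-8 calcium fluorescence | Benchmarks: Low control DMSO, high control PEA (EC100)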
# CHO-K1 Ca PAM: nonselective calcium activators in parental CHO-K1 cells, primary screen, counter-screen for M1 PAM project, cell-based, Fluo-8 calcium fluorescence, full deck, 1536-well. 360,000 tested, 0.02% active. ATP EC20; 0% at ATP EC20, 100% at ATP max. AID 602247, 2012. activation, % at 3 µM;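 active means activation above the run cutoff, the mean activation of all test compounds plus 3 SD, cut at about 40% in these data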;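 further: peak over basal fluorescence ratio in a 140 s read after ATP addition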
# Active calls of the source: *; · = no result given. Compounds were not picked by outcome, and some 3.3% of all compounds hit somewhere here.
SMILES,V1R ag counter,CHO-K1 Ca ag,CHO-K1 Ca antag,CHRM1 agonist,CHO parental Ca,OXTR potentiate,TAAR1 antagonist,TAAR1 ag,CHO-K1 Ca PAM
CCNCC(=O)N1c2ccccc2CCc2ccc(NC(=O)OC(C)C)cc21,0.8,1.5,-12,-8,-12,-2,-15,3,20
Cc1ccc(C)c(NC(=O)C2CC3c4ccccc4C2c2ccccc23)c1 (configuration not stated),-1.4,0.4,-22,-2,-14,-12,-18,2,24
Cc1cc(-c2ccc(C(C)C)c(S(=O)(=O)N3CC(=O)Nc4ccccc43)c2)on1,-0.9,5.8,-9,-4,-8,-18,-19,0,19
Cc1oc(-c2ccccc2)nc1C(=O)N1CCN(c2ccc(F)cc2)CC1,-1.2,4.4,-7,-4,-1,-3,-8,-1,3
NC(N)=NN=C1CCCCCCCCCCC1,2.2,-0.2,-3,-3,-6,0,-31,3,-6
Cc1ccc(N(CC(=O)N2CCn3c2nc2ccccc23)S(=O)(=O)c2c(C)n[nH]c2C)cc1,3.5,1.0,7,-5,-29,-10,8,8,4
CC1CCc2nn(CC(=O)NCCCN3CCCCC3)cc2C1 (configuration not stated),0.2,-0.7,14,-8,-8,2,10,0,0
CCc1ccc(/C=C2\SC(=S)N(CCC(=O)NC3=NCCS3)C2=O)cc1,1.0,·,·,·,-2,-2,-4,3,·
COc1ccc(CCNC(=O)C2CCCN(S(=O)(=O)c3ccc(OC)cc3)C2)cc1 (configuration not stated),3.7,3.7,-8,-6,-28,-8,6,2,13
CC1=C(C#N)C(c2ccc(O)cc2)C(C#N)=C(C)N1,0.4,0.6,4,-3,-7,2,3,-1,7
CN(CCNS(=O)(=O)c1ccc2c(c1)oc(=O)n2C)Cc1ccccc1,-0.1,-0.2,-2,-12,3,-6,-26,7,-3
CCN(CC)S(=O)(=O)c1ccc(N2CCOCC2)c(NC(=O)C23CC4CC(CC(Cl)(C4)C2)C3)c1,0.1,0.8,-7,-7,-17,0,-19,1,15
COCCn1c(C)cc(C(=O)COC(=O)c2ccc(NC(=O)CC#N)cc2)c1C,-0.5,7.7,-4,-1,-1,-13,-5,7,19
CN(CC(=O)Nc1c(Cl)cccc1Cl)C(=O)c1ccccc1Cc1ccccc1,-0.6,2.4,-9,2,0,-12,-9,0,12
COc1ccc(OC)c2sc(NNC(=O)C3COc4ccccc4O3)nc12 (configuration not stated),0.5,0.0,-16,-2,-12,3,-17,10,9
Cc1ccc(OCC(=O)NNC(=O)c2ccc3c(=O)n4c(nc3c2)CCC4)cc1,-0.3,0.1,1,-5,-18,-12,-16,1,9
COc1ccc(CCNC(=O)C/C(C)=N/NC(=O)c2ccc(Cl)cc2Cl)cc1OC,-1.1,-0.5,-1,-2,-19,-8,-4,-1,-11
COc1cccc(CNc2ccc(S(=O)(=O)N3CCN(C)CC3)cn2)c1,0.2,0.0,-5,-7,-15,3,-9,0,6
Cc1ccc(S(=O)(=O)c2c(C)cc(C)[nH]c2=O)cc1,0.4,0.3,-9,-4,-6,-4,2,0,2
CCc1cccc(C)c1NC(=S)NCC(c1cccnc1)N(C)C (configuration not stated),0.3,17*,8,-9,-7,-9,7,-1,-5
Cc1nn(Cc2ccc(Cl)cc2)c(C)c1NC(=O)CCCn1nc(C)c([N+](=O)[O-])c1C,5.9,0.4,7,-6,-12,-10,-7,5,-10
COc1ccccc1CNC(=O)c1ccc(CS(=O)(=O)c2ccccc2C)o1,13,13,-6,2,-11,-15,27,22,-5
O=C(/C=C/c1ccc(Cl)c(Cl)c1)N1CCc2ccccc21,-0.2,0.2,-14,-5,3,-3,-6,10,17
COC(=O)[C@H](CCSC)NC(=O)Nc1ccc(C)c(C)c1,-0.3,5.4,-8,-3,-8,-5,-6,7,15
CN(Cc1ccccc1)S(=O)(=O)c1ccc(OCC(=O)NCc2cccnc2)cc1,6.1,8.6,-9,-6,-5,-16,-9,12,15

# The results go on.
SMILES,V1R ag counter,CHO-K1 Ca ag,CHO-K1 Ca antag,CHRM1 agonist,CHO parental Ca,OXTR potentiate,TAAR1 antagonist,TAAR1 ag,CHO-K1 Ca PAM
O=C(CN1CCc2ccccc2C1)Nc1ccccc1Cl,-0.4,0.5,-8,-3,-26,-12,-3,0,21
O=C(COc1ccc(Cl)cc1Cl)NCc1ccncc1,·,1.6,-14,-12,·,·,0,7,7
COC(=O)CCc1c(C)nc(N)[nH]c1=O,0.3,-0.1,0,-2,-6,-1,22,6,-2
O=C(Cc1c(C(=O)O)[nH]c2ccccc12)NCCN1CCN(c2cccc(Cl)c2)CC1,0.3,0.0,6,0,-12,-9,-6,7,0
O=C1c2ccccc2C(c2nc3ccccc3[nH]2)N1c1ccccc1 (configuration not stated),·,0.4,-23,-4,·,·,-5,0,17
CC(C)(C)C(=O)Nc1cccc(-c2ncon2)c1,-0.7,0.7,-7,-2,2,-18,7,0,12
CCC(=O)Nc1c2c(nn1-c1cccc(Cl)c1)CS(=O)(=O)C2,0.0,0.8,-10,-3,-12,-19,-3,1,15
COc1ccccc1CNC(=O)CC1C(=O)NCCN1C1Cc2ccccc2C1 (configuration not stated),-0.1,0.6,-11,-1,-25,-10,19,70*,19
CCNc1ccccc1CP(=O)(c1ccccc1)c1ccccc1O (configuration not stated),3.7,·,·,·,-4,-16,-21,3,·
Cc1cc(NS(=O)(=O)c2ccc(NC(=O)Cc3ccccc3)cc2)nc(C)n1,-0.8,0.8,-10,-4,8,-6,-12,6,13
O=C(Nc1ccccc1)Nc1ccc2ccccc2n1,-0.4,-0.1,7,-3,-13,-3,-10,3,-9
O=C(Nc1cccc(C(F)(F)F)c1)/C(=C\c1ccco1)NC(=O)c1cccs1,-0.9,0.4,14,-5,-12,-2,-14,2,-14
O=C(Nc1cccc2ccccc12)OCc1ccccc1,·,0.0,-10,-4,·,·,-23,-1,13
Cc1ccc(C)c(S(=O)(=O)c2c[nH]c(=S)[nH]c2=O)c1,1.2,0.2,-4,-2,-1,-4,-31,3,-15
CC(=O)c1cccc(N(CC(=O)N2CCOCC2)S(C)(=O)=O)c1,-0.7,1.4,-8,-3,-4,-9,2,1,23
O=C(NCc1cccs1)C1CCN(S(=O)(=O)c2cccc3cccnc23)CC1,1.3,1.3,10,9,-12,2,19,1,-7
Cc1cccc(-c2cnc(C(O)c3ccc4ccccc4c3)[nH]2)c1 (configuration not stated),·,1.1,-11,-1,·,·,-18,8,4
Cc1ccccc1OCC(=O)NCCCNC(=O)c1ccncc1,0.6,0.3,-1,3,-1,-2,-16,-3,6
COC(=O)C1=C(C)N(Cc2ccccc2)C(=S)N[C@H]1c1cccc(F)c1,-2.3,-0.9,0,-3,-32,-11,33,6,-18
Cc1cc(-c2n[nH]c(=S)n2/N=C/c2cccc([N+](=O)[O-])c2)n[nH]1,0.7,1.4,-12,-6,-8,-2,-19,1,30
COc1ccc(C2NCCO2)cc1OC (configuration not stated),0.5,0.8,-13,-2,-6,-5,1,4,21
CCCC(=O)Nc1ccc(C(=O)COC(=O)C2=COCCO2)cc1,·,0.4,-2,0,·,·,-12,5,-5
CCCc1nc2oc3c(NCCCN(C)C)ncnc3c2c2c1CCCC2,0.1,-0.7,6,-8,-5,-5,-60,0,-15
NC(=O)C1CCN(C(=O)CSc2nc3ccccc3s2)CC1,2.1,-0.3,24*,0,0,-7,-4,3,-7
O=C(Cc1cccc(NC(=O)C2CCN(C(=O)C3CC3)CC2)c1)Nc1cccc(C(=O)N2CCCC2)c1,0.5,-0.7,2,0,1,0,-34,4,-10

# The list continues.
SMILES,V1R ag counter,CHO-K1 Ca ag,CHO-K1 Ca antag,CHRM1 agonist,CHO parental Ca,OXTR potentiate,TAAR1 antagonist,TAAR1 ag,CHO-K1 Ca PAM
Cc1ccc(NC(=O)[C@H](C)NC(=O)C2CCN(C(=O)[C@@H](N)CC(C)C)CC2)cc1,-0.5,0.8,-14,-6,4,-19,-21,1,0
Oc1ccc2ccccc2c1/C=N/Nc1nnc(-c2ncc[nH]2)c2ccccc12,1.1,1.9,-4,-3,-9,3,22,16,9
CC1(C)CC(=O)c2cc(C(=O)NC3CCSC3=O)c(=O)n(-c3ccc(Cl)cc3)c2C1 (configuration not stated),0.6,0.1,-6,-7,-11,0,0,2,6
O=S(=O)(O)c1cccc2c(N=Nc3ccc(O)c4ncccc34)cccc12,0.4,13,-2,1,4,-4,·,·,-2
Cc1sc2nc(COC(=O)c3ccc(Cl)c(N)c3)[nH]c(=O)c2c1C,0.9,1.2,-19,1,-14,-1,-32,1,7
COc1ccccc1C/C(N)=N/OC(=O)COc1cccc(C)c1,-0.1,0.8,-15,-6,-2,-9,9,1,26
CCNC(=O)C1(C)CCCN(C(=O)c2ccc3sccc3c2)C1 (configuration not stated),·,0.7,-7,-7,·,·,-20,7,15
O=[N+]([O-])c1cccnc1N1CCN(c2ccccc2F)CC1,-0.7,0.0,0,-5,-12,3,-22,0,7
COc1ccccc1-n1cnc2sc(C)c(C)c2c1=O,-0.5,0.7,-4,-2,-5,-7,-15,2,0
Cc1oc(-c2cc(F)ccc2F)nc1CN(C)Cc1ccc2nccnc2c1,-0.3,1.5,-11,-6,-16,1,11,0,9
O=C(COC(=O)c1n[nH]c2ccccc12)Nc1ccccc1Br,4.7,1.1,-18,4,-9,-8,11,5,3
FC(F)Oc1cccc(NC(=S)N2CCN(c3ccccn3)CC2)c1,-0.6,1.5,-9,-9,-17,0,2,0,13
CC(=O)c1sc(Nc2ccc(C)cc2)nc1C,0.1,0.9,-9,-5,-14,-10,-12,3,10
Cn1c(=O)[nH]c(=O)c2c1nc(Br)n2CCC(=O)c1ccccc1,0.8,0.8,-1,-4,-7,-19,-10,1,12
CC1C(=O)N2CCCc3cc(S(=O)(=O)N(C)CCC#N)cc1c32 (configuration not stated),-0.3,1.2,-13,-3,-6,-6,-22,1,11
